Compound activity as filed in PubChem.
Tau ThT inhib: inhibitors of human tau fibril formation, thioflavin T binding; P10636; recombinant tau K18 P301L, heparin-induced fibrillization, ThT fluorescence; Potency, µM (titrated, usually from 57.4 µM), for inactives: top-dose activity, negative = inhibition, actives largely listed as inhibitors; 2.1% of 270,000 active; also: nearly all actives have a fitted effect of over 55% in size
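Fibril formation assay: tau K18 P301L at 15 uM with trace Alexa 594 label, heparin inducer 20 uM, pH 7 sodium acetate buffer, 37 C for 6 hr; endpoint ThT signal.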
KDM4E inh: inhibitors of human JMJD2E histone demethylase; JMJD2E catalytic domain, FDH-coupled NADH fluorescence (FDH is formaldehyde dehydrogenase); AID 2147; 1.6% of 230,000 active; Potency, µM (titrated, usually from 57.1 µM), without a hit: at the top dose activity change, negative = inhibition, hits mostly inhibitors; B2RXH2; active = well fitted inhibition curve with a large enough effect, not every such curve was filed as active; inconclusive = small, poorly fitted or top-dose-only effect, or another doubt; inactive = no such curve, though single readings can be large or run the other way;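 also: 0% = wells with enzyme and -100% = buffer wells without enzyme; nearly all actives have a fitted effect of over 50% in size; many of its hits are not listed in these tables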
Target sequence (B2RXH2 1-337 limits assumed): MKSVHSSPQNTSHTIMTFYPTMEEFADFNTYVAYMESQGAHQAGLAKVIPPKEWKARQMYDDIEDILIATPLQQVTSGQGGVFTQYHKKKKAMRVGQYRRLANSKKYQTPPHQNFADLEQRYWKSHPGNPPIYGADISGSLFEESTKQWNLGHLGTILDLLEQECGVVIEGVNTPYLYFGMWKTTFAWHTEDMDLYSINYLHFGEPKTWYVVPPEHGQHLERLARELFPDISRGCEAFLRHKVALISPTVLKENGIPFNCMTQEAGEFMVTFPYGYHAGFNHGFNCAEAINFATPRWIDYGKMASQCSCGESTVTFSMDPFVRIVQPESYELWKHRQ
L3MBTL1 block: L3MBTL1 (human) inhibition; Q9Y468; AlphaScreen L3MBTL1–H3K9me1 peptide binding; Potency, µM (titrated, usually from 57.1 µM), without a hit: top-dose activity, negative = inhibition, most hits filed as inhibitors; 0.66% of 230,000 active; AID 485360; also: nearly all actives have a fitted effect of over 60% in size
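AlphaScreen assay: L3MBTL1 (50 nM final) was preincubated 30 min at room temperature with biotinylated H3(1-15)K9me1 peptide (75 nM final), then 30 min with library compounds; streptavidin donor and nickel chelate acceptor beads (10 ug/mL final) added, 30 min dark.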
TRb SRC2 PPI: disrupts binding of human TR beta to SRC2 | 0.065% of 280,000 active | TRbeta-SRC2 peptide binding, fluorescence polarization; receptor liganded with 1 µM T3 | Potency, µM (doses to about 106 µM), inactives show at the highest dose activity change, negative = inhibition, usual class: inhibitors | AID 1469;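 also: plate controls were bound peptide for no effect and peptide without receptor for full effect; nearly all actives have a fitted effect of over 50% in size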
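Fluorescence polarization of 20 nM Texas Red SRC2 peptide with 0.6 uM human TRb ligand-binding domain, in Tris buffer with 1uM T3 and 5% DMSO. Incubated 5 hr ambient; normalized to unbound and bound controls.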
RECQ1 inh: RECQ1 (human) helicase inhibition; AID 2549; Potency, µM (doses to about 57.3 µM), inactives show top-dose activity, negative = inhibition, most hits filed as inhibitors; 0.54% of 240,000 active; P46063; RECQ1 DNA unwinding, red fluorescence kinetic read;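 also: plate controls were vehicle for no effect and no enzyme for full effect; nearly all actives have a fitted effect of over 30% in size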
Target sequence (P46063 whole entry, looked up): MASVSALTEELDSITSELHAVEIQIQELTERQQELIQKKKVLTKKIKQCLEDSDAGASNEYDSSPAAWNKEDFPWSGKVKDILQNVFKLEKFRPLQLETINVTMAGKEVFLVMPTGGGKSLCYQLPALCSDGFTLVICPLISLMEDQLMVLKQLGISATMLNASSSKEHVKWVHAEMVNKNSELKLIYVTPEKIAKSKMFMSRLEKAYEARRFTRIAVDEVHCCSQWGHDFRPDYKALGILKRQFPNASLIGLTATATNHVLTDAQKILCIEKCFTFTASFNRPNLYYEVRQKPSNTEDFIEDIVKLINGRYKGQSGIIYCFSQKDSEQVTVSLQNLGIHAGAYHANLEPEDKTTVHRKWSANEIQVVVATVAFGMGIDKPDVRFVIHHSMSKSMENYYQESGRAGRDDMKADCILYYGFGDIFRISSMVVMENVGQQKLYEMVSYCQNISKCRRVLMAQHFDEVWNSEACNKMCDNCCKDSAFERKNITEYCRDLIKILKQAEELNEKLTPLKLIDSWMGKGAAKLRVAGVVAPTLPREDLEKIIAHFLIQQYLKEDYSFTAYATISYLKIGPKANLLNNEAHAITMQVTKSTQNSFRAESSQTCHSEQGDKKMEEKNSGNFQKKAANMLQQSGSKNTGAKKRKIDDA
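50 nM RECQ1T1 preincubated 15 min with compound in Tris pH 8.0 buffer with MgCl2, DTT, Tween-20 and 2.5 ug/ml poly(dI-dC); started with 200 nM TAMRA/BHQ-2 forked duplex and 2 mM ATP. Unwinding read as fluorescence (525/598 nm), two reads 2 h apart.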
RGS12 GoLoco inh: inhibitors of human Gai1-RGS12 GoLoco interaction (red fluorophore). 0.44% of 230,000 active. Gai1:RGS12 GoLoco peptide FP, rhodamine, 10 min. Potency, µM (top dose mostly 61.6 µM), without a hit: top-dose activity, negative = inhibition, actives largely listed as inhibitors. P63096; active = well fitted inhibition curve with a large enough effect, not every such curve was filed as active; inactive = no such curve, though single readings can be large or run the other way; also: nearly all actives have a fitted effect of over 30% in size; many of its hits are not listed in these tables
Tau FP inhib: blocks human tau fibril formation measured by polarization. 0.39% of 280,000 active. K18 P301L tau heparin fibrillization, Alexa594 FP, 6 h. P10636. Potency, µM (top dose mostly 57.7 µM), without a hit: at the highest dose activity, negative = inhibition, actives largely listed as inhibitors; also: nearly all actives have a fitted effect of over 55% in size
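Human tau K18 […] P301L fragment, 15 uM unlabeled plus 0.24 uM Alexa 594-labeled tau (final), with compound and 20 uM heparin in 100 mM sodium acetate pH 7; 6 hr at 37 C, then Alexa 594 FP read.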
TexasRed fluor: Texas Red fluorescence interference in TRb-SRC2 counter-screen; TRb/SRC2 Texas Red total fluorescence interference; Potency, µM (series often up to 106 µM), inactives show at the top dose fluorescence change, negative = quenching; 0.29% of 280,000 active; active = well fitted curve in either direction with a large enough effect; inconclusive = small, poorly fitted or top-dose-only effect
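Human TRb ligand-binding domain at 0.6 uM with 20 nM Texas Red SRC2 peptide in Tris buffer containing 1 uM T3 and 5% DMSO, incubated with compound 5 h at ambient temperature. Total fluorescence (555/632 nm) calculated as parallel + 2 × perpendicular.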
* marks the source's active call; other numbers are inactive results; i = inactive; ? = inconclusive; . = not tested or not shown; [ ] = dose if it differs, or a comment. Unless noted, calls follow the shape of the dose curve; as a rule, active = well fitted curve in the direction sought with a large enough effect; inconclusive = small, poorly fitted or top-dose-only effect, or another doubt; inactive = no such curve, though single readings can be large; an effect the other way counts as inactive or inconclusive. Unless noted, % is scaled to controls: 0 for no effect and ±100 for the full control effect; potency is read from the fitted curve at half-maximal effect. Some of the compounds tested, so the mix of outcomes need not match the whole.

Results follow in this order: Tau ThT inhib	KDM4E inh	L3MBTL1 block	TRb SRC2 PPI	RECQ1 inh	RGS12 GoLoco inh	Tau FP inhib	TexasRed fluor
(1) Cc1cc2c(=O)n(Cc3ccco3)c(SCC(=O)N3CCCc4ccccc43)nc2s1
    -14.5%	-2.5%	-11.6%	-3.5%	-7.0%	-0.2%	8.5%	-3.5%
(2) O=C(c1ccccc1F)N1CCC(O)(c2cccnc2)CC1
    -7.6%	-1.9%	.	-6.1%	i	-7.0%	0.9%	-4.2%
(3) CCC(=O)OCCNc1cc(Sc2nc3ccccc3s2)c2nonc2c1[N+](=O)[O-]
    7.94µM*	1.3%	.	-1.1%	-12.5%	-24.8%	-11.6%	-3.6%
(4) Cc1cc2ccccc2nc1SCC(=O)NC1CCCC1
    -6.3%	1.5%	-3.3%	12.0%	i	7.9%	-0.2%	-1.2%
(5) CCOc1ccc(CN(C(=O)c2cc(=O)c3cc(C)cc(C)c3o2)C2CCS(=O)(=O)C2)cc1 (stereo unspecified)
    -5.1%	.	.	0.7%	.	.	6.3%	5.4%
(6) Cc1ccc(CN2CCN(Cc3cn[nH]c3-c3ccccc3)CC2CCO)o1 (stereo unspecified)
    -4.5%	-2.2%	-4.2%	-2.1%	i	2.8%	7.8%	-3.4%
(7) CC(=O)c1coc2c1cc(O)c1ccccc12
    ?	-3.4%	.	-6.2%	-2.0%	10.5%	7.2%	-2.5%
(8) COC(=O)Nc1ccc(S(=O)(=O)N2CCCCC2C(=O)NCc2ccco2)cc1 (stereo unspecified)
    -0.1%	-1.8%	.	-3.5%	-2.1%	8.9%	-2.8%	-4.9%
(9) Cc1sc2ncnc(NC(C)C(=O)O)c2c1C (stereo unspecified)
    -1.7%	5.2%	4.7%	-2.4%	-8.1%	8.8%	-4.7%	-4.0%
(10) Cc1ccc(NC(=O)Nc2nnc(N3CCCCC3)s2)c(C)c1
    -4.5%	.	.	-2.2%	.	.	-7.1%	-0.7%
(11) CC(=NC(C)C)C1=C(O)C(C)OC1=O (stereo unspecified)
    14.6%	11.3%	9.7%	0.3%[53 µM]	-0.2%	1.5%	-4.1%	0.4%[53 µM]
(12) Nc1nc(Nc2cccc(F)c2)nc(NCCO)c1[N+](=O)[O-]
    ?	0.2%	3.3%	0.9%	1.9%	2.9%	-12.7%	-4.2%
(13) CN(Cc1ccccc1)C(=O)CCS(=O)(=O)c1ccc2c(c1)oc(=O)n2C
    -4.1%	.	.	-1.9%	.	.	-4.3%	0.9%
(14) CCN(CCCNS(=O)(=O)c1ccc2c(c1)CCN2C(C)=O)c1cccc(C)c1
    ?	?	-22.5%	1.1%	-1.7%	35.0%[activator]	9.7%	-1.5%
(15) C[C@@H](CCCCC(=O)Nc1ccc(C(F)(F)F)cc1)NCCc1cnc[nH]1
    -3.1%	9.9%	.	4.2%	-3.1%	6.4%	1.6%	-2.2%
(16) CCCC(=O)n1nc(-c2ccc(Cl)cc2)nc1SC
    ?	?	2.0%	2.7%	6.0%	-4.3%	-3.3%	0.2%
(17) Cc1coc2c1c(C)cc1oc(=O)cc(C)c12
    -7.4%	.	.	-1.9%	.	.	0.0%	-37.6%
(18) O=[N+]([O-])c1ccc(/C=N/Nc2ncc(-c3ccccc3)cn2)cc1
    ?	4.7%	-0.7%	7.9%	i	20.5%	1.2%	-1.5%
(19) C=CCn1c(COc2ccccc2F)nnc1SCC(=O)Nc1cc(C)on1
    -0.1%	0.1%	-2.9%	0.2%	24.2%	16.4%	0.7%	-5.4%
(20) Cn1cc(-c2ccc(Cl)cc2)cc(C#N)c1=O
    3.7%	?	-20.4%	-5.5%	i	-1.3%	5.8%	-2.5%
(21) Cc1ccccc1NC(=S)N(C)Cc1cn(C)c2ccccc12
    -0.7%	6.8%	-7.0%	3.8%	i	1.3%	2.8%	0.2%
(22) CC(=O)C1=C(C)N(Cc2ccccc2)C(=O)N[C@H]1c1ccco1
    ?	-3.3%[11.4 µM]	.	5.7%[11.2 µM]	0.6%[11.5 µM]	19.0%[14.2 µM]	-0.8%[11.6 µM]	0.7%[11.2 µM]
(23) COC(=O)C(C)N(c1ccc(C)cc1)S(=O)(=O)c1c(C)[nH]c(=O)[nH]c1=O (stereo unspecified)
    -11.5%	7.5%	.	1.0%	5.2%	-6.2%	-0.3%	-3.0%
(24) COc1ccccc1NC(=O)C1=C(C)Nc2nc(SCc3ccccc3Cl)nn2C1c1cccnc1 (stereo unspecified)
    -4.9%	.	.	0.3%	.	.	0.2%	1.4%
(25) O=C(Cn1c(=O)n(Cc2ccccc2)c(=O)c2sc3ccccc3c21)Nc1ccccc1
    ?	.	.	3.9%	.	.	?	0.1%
(26) CCOc1cc(C(=O)N2CCn3c4c(c5cc(C)ccc53)CCCC42)cc(OCC)c1OCC (stereo unspecified)
    -13.3%	.	.	0.6%	.	.	-0.8%	-11.4%
(27) COc1ccc(-n2c(=O)c3c4c(sc3n(CC(N)=O)c2=O)CCCCC4)cc1
    .	5.6%	.	-6.0%	-1.6%	4.0%	3.8%	0.0%
(28) CCCNC(=O)Cn1nc(-c2ccc(F)cc2)c2cnc3ccc(F)cc3c21
    10.6%	.	.	-1.9%	.	.	-6.3%	-0.3%
(29) CCSc1nnc(NC(=O)C2C3CCC(C3)C2C(=O)O)s1 (stereo unspecified)
    -0.9%	-2.6%	0.8%	-1.9%	i	-2.1%	-2.7%	-0.7%
(30) Cc1ccc(CNC(=O)c2cc3c(=O)n4ccccc4nc3n(CC3CCCO3)c2=N)cc1 (stereo unspecified)
    -4.7%	?	3.1%[11.4 µM]	-3.6%	-7.1%	23.2%	2.3%	-4.2%

Laid out differently: results already given.
# | SMILES | Tau ThT inhib | KDM4E inh | L3MBTL1 block | TRb SRC2 PPI | RECQ1 inh | RGS12 GoLoco inh | Tau FP inhib | TexasRed fluor
12 | Nc1nc(Nc2cccc(F)c2)nc(NCCO)c1[N+](=O)[O-] | ? | 0.2% | 3.3% | 0.9% | 1.9% | 2.9% | -12.7% | -4.2%
13 | CN(Cc1ccccc1)C(=O)CCS(=O)(=O)c1ccc2c(c1)oc(=O)n2C | -4.1% | . | . | -1.9% | . | . | -4.3% | 0.9%
14 | CCN(CCCNS(=O)(=O)c1ccc2c(c1)CCN2C(C)=O)c1cccc(C)c1 | ? | ? | -22.5% | 1.1% | -1.7% | 35.0%[activator] | 9.7% | -1.5%
15 | C[C@@H](CCCCC(=O)Nc1ccc(C(F)(F)F)cc1)NCCc1cnc[nH]1 | -3.1% | 9.9% | . | 4.2% | -3.1% | 6.4% | 1.6% | -2.2%
16 | CCCC(=O)n1nc(-c2ccc(Cl)cc2)nc1SC | ? | ? | 2.0% | 2.7% | 6.0% | -4.3% | -3.3% | 0.2%

Additional structures.
Results follow in this order: Tau ThT inhib	KDM4E inh	L3MBTL1 block	TRb SRC2 PPI	RECQ1 inh	RGS12 GoLoco inh	Tau FP inhib	TexasRed fluor
(31) CCC(=O)/C=C1\Sc2ccc(OC)cc2N1CC
    ?	?	-12.1%	-4.9%	12.5%	-2.3%	9.1%	-2.1%
(32) COc1ccc(Oc2cccc(Cl)c2CNC(=O)CC(C)(C)CC(=O)O)cc1
    -14.2%	-1.1%	0.4%	-5.7%	-11.5%	7.5%	1.7%	0.2%
(33) O=C(CNCC1CCCCC1)Nc1cccc(S(=O)(=O)N2CCOCC2)c1
    5.0%	?	7.3%	1.2%	i	6.8%	0.9%	0.1%
(34) Cc1ccc(C(=O)CSc2nnc3c4ccccc4nc(C(C)(C)C)n23)cc1
    -5.0%	4.9%	2.8%	6.2%	-12.3%	16.2%	6.6%	-1.6%
(35) CCN(CC)CCCNC(=O)c1ccc2c(c1)NC(=O)C(CS(=O)(=O)Cc1ccc(F)cc1Cl)N2 (stereo unspecified)
    ?	.	.	9.1%	.	.	-2.8%	-1.8%
(36) COc1ccc(Cl)cc1Nc1nc(N2CCCC2)nc(N2CCCC2)n1
    -9.9%	-0.2%	.	-4.3%	i	4.4%	-1.7%	0.7%
(37) O=C1N(CCCN2C(=O)C3(OCCO3)c3ccccc32)c2ccccc2C12OCCO2
    -6.2%	7.7%	4.1%	-13.8%	-7.1%	-3.2%	-9.4%	-1.3%
(38) Cc1cc2nc(CCN(C(=S)NCC3CCCO3)C3CCCC3)[nH]c2cc1C (stereo unspecified)
    -2.3%	1.4%	?	-9.2%	-0.3%	6.6%	-2.6%	1.1%
(39) COc1ccc(N(CC(=O)NC2CCCCC2)C(=O)CNC(=O)c2ccco2)cc1OC
    1.7%	4.4%	?	-2.4%	-0.4%	2.9%	-0.9%	-5.6%
(40) Cc1cc(C(=O)NNC(=S)Nc2ccccc2C)cs1
    -15.8%	11.3%	-8.0%	3.0%	-15.3%	-2.4%	16.1%	-5.3%
(41) CC(C)CCNC(=O)CSc1nc2ccccc2nc1Cc1ccccc1
    -3.3%	.	.	8.1%	.	.	3.3%	-3.3%
(42) Cc1cccc(-n2c(C)cc(C=C(C#N)C#N)c2C)c1
    2.9%	-3.3%	4.5%	-7.9%	5.8%	1.4%	-2.2%	-0.7%
(43) COc1ccc(C(c2nnnn2C(C)(C)C)N2CCN(c3nc4ccccc4s3)CC2)cc1OC (stereo unspecified)
    -20.1%	-3.0%	-4.6%	3.6%	-9.3%	4.4%	0.3%	-0.3%
(44) COc1ccc(NC(=O)c2cncc(Br)c2)cc1S(=O)(=O)N1CCCCC1
    -2.9%	5.4%	5.1%	1.1%	-0.7%	-0.2%	-9.7%	-1.4%
(45) COCCNC(=S)Nc1ccc2nsnc2c1
    -11.9%	?	1.5%	-3.5%	10.2%	18.7%	-8.4%	-1.3%

Complete entries as entered above. Screens in order: Tau ThT inhib	KDM4E inh	L3MBTL1 block	TRb SRC2 PPI	RECQ1 inh	RGS12 GoLoco inh	Tau FP inhib	TexasRed fluor
Listed for `COc1ccc(N(CC(=O)NC2CCCCC2)C(=O)CNC(=O)c2ccco2)cc1OC` : 1.7%	4.4%	?	-2.4%	-0.4%	2.9%	-0.9%	-5.6%
Listed for `COCCNC(=S)Nc1ccc2nsnc2c1` : -11.9%	?	1.5%	-3.5%	10.2%	18.7%	-8.4%	-1.3%
